DENV2 CPE rescue: DENV2-induced cell death inhibition. DENV2-infected cells, cytopathic effect rescue, plate reader. CPE inhibition, % at 9.99 µM. 350,000 compounds, 1.7% hits. AID 651640; in the data active means CPE inhibition above about 20%, passing the limit was not always enough; inconclusive means no clear call, values can overlap the other calls; tested in BHK-21 cells;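 further: 0% = median of neutral control wells and 100% = median of positive control wells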
ERAP1 inh: ERAP1 (human) enzyme inhibition. Q9NZ08. 340,000 compounds, 0.15% hits. recombinant ERAP1, Leu-AMC fluorescence, 60 min. inhibition, % at 10.7 µM;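 active means mean replicate inhibition of at least 30%, or all replicates individually reaching that 30% level; inactive means mean below 30% and not every replicate reaching it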;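 further: 0% = neutral control wells and 100% = L-leucinethiol positive control wells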
Target sequence (Q9NZ08 whole entry, looked up): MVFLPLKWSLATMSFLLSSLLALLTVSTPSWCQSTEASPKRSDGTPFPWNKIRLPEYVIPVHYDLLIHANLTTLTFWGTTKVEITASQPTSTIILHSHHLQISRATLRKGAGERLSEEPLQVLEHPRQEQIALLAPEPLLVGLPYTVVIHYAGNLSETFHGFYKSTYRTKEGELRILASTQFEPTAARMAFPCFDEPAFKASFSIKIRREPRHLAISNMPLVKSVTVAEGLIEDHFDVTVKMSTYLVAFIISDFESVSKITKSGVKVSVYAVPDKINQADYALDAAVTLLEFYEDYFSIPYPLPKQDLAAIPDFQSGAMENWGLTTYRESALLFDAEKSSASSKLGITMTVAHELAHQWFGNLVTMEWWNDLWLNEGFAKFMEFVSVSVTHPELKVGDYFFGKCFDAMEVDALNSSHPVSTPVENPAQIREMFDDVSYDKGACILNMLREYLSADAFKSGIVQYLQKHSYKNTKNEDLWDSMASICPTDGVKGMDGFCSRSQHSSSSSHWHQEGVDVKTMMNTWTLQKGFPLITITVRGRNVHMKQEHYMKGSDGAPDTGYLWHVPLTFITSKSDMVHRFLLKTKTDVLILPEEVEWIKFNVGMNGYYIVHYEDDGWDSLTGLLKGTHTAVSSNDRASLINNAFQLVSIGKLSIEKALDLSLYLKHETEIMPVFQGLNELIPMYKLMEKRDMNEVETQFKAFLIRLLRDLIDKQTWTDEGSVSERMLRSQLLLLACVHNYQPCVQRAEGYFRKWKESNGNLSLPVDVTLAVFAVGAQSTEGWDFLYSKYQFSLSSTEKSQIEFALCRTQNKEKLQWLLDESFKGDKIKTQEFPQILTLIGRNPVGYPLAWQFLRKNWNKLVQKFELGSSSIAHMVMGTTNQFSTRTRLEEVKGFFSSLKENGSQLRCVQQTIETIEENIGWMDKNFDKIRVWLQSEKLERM
ERp5 inh: ERp5 (human) disulfide isomerase inhibition; ERp5 insulin aggregation, absorbance 650 nm, 90 min; inhibition, % at 9.99 µM; 350,000 compounds, 0.05% hits; AID 651711;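 active means mean replicate inhibition above about 25%, with every replicate also reaching it, limit read from the data, passing the limit was not always enough; inconclusive means only one of those two criteria met; inactive means neither criterion met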
miR122 inh: miR-122 inhibition in Huh7 cells | activation (reporter increase), % at 12.5 µM | 340,000 compounds, 0.3% hits | Huh7 miR-122 Renilla luciferase sensor, 48 h; neutral wells = 0, positive control = 100 | AID 602342;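 active means mean replicate activation score at least 90 and every replicate individually at or above 90; inconclusive means only one of the two criteria met; inactive means neither criterion met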;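 further: higher luciferase means less miR-122 activity so hits act as miR-122 inhibitors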
SIRT5 block: inhibitors of human sirtuin-5 desuccinylase | Q9NXA8 | Purified SirT5, succinyl-peptide AMC, trypsin-coupled fluorescence | inhibition, % at 15 µM | 330,000 compounds, 1.1% hits | AID 652115; in the data active means inhibition above about 15%; inconclusive means no clear call, values can overlap the other calls
F508del corr: correctors of CFTR F508del function in bronchial epithelial cells; CFBE cells, YFP halide quenching; stimulated with forskolin plus potentiator P3; % fluorescence drop versus neutral controls; activity (quench increase), % at 7.58 µM; 350,000 compounds, 0.36% hits; AID 720511;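 active means mean added fluorescence quench of at least 8% versus neutral control, with both replicates also reaching 8%; inconclusive means only one of the mean or replicate conditions met; inactive means mean below 8% and not both replicates reaching 8%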;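 further: cells transiently co-express mutant CFTR-F508del with the halide-sensitive YFP; corrector assay measuring rescue of mutant channel to the surface after 24 h compound exposure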
CASP6 VEID inh: caspase-6 (human) enzyme inhibition | inhibition, % at 12.5 µM | P55212 | purified caspase-6, Z-VEID-R110 cleavage fluorescence | 350,000 compounds, 0.53% hits;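 active means mean inhibition across replicates at least about 35%, with every replicate also reaching that limit, limit read from the data; inconclusive means only one of the two criteria met; inactive means neither criterion met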;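 further: 0% = median of neutral control wells and 100% = no fluorescence left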
Numbers without * were called inactive; ? = inconclusive; · = not tested or not shown; [ ] = another dose, or the depositor's remark.

Keys: A = DENV2 CPE rescue; B = ERAP1 inh; C = ERp5 inh; D = miR122 inh; E = SIRT5 block; F = F508del corr; G = CASP6 VEID inh
C#CCN1C=CC(=O)[C@@H](OC(=O)NCCC)[C@H]1c1ccccc1Br
  A: -2	B: ·	C: 1	D: -11	E: ·	F: -3.4	G: 1
CCCCCC(=O)Nc1ccc(C(=O)COC(=O)CN2C(=O)NC3(CCCC3)C2=O)cc1
  A: 7	B: 0	C: -6	D: ·	E: 2	F: 2.3	G: 6
CC(C)C[C@H](NC(=O)[C@H](Cc1ccccc1)n1c(=O)[nH]c2ccccc2c1=O)C(=O)N1CCC[C@H]1C(=O)O
  A: 0	B: -2	C: 2	D: -1	E: -1	F: -1.6	G: 6
C[C@@H]1CCCCO[C@H](CN(C)C(=O)C2CCCCC2)[C@@H](C)CN([C@@H](C)CO)C(=O)c2cc(NC(=O)c3ccncc3)ccc2O1
  A: -4	B: -4	C: -3	D: -6[16.7 µM]	E: -5	F: -1.8	G: -3
O=C(Nc1cccnc1)C1CCC(CNS(=O)(=O)c2cccc3nsnc23)CC1 (stereo not drawn)
  A: 7	B: ·	C: 1	D: 0	E: -3	F: 0.3	G: -3
CCOc1ccccc1/C=C(\C(=O)O)c1ccc(S(=O)(=O)N2CCCCC2)s1
  A: 10	B: 5	C: -5	D: ·	E: 1	F: -1.4	G: 36*
O=C(Nc1ccccc1)N1CCCCN2[C@@H](CO)[C@@H](c3ccc(Br)cc3)[C@@H]2C1
  A: 33*	B: 0	C: -2	D: -4[16.7 µM]	E: 7	F: -1.7	G: 0
C[C@@H](C(=O)NCCc1ccc(F)cc1)N1C(=O)N2CCc3c([nH]c4ccccc34)[C@@]2(C)C1=O
  A: -10	B: 8	C: -4	D: -9	E: ·	F: -0.4	G: -1
Cc1ccc(-c2cc(-c3ccco3)c3c(N)c(C(=O)NN)oc3n2)cc1
  A: -7	B: ·	C: 8	D: ·	E: -6	F: 3.3	G: 1
CC(=O)Oc1ccccc1C(=O)N(C1CCCCC1)C1CCCCC1
  A: 4	B: -5	C: 6	D: 6	E: -4	F: -3.0	G: 1
Cc1ccc(C)c(C(=O)C(C)OC(=O)CN2C(=O)NC3(CC(C)CC(C)(C)C3)C2=O)c1 (stereo not drawn)
  A: -8	B: -2	C: -15	D: ·	E: 2	F: 1.7	G: 1
CC(=O)N1c2ccc(S(=O)(=O)N3CCCC3)cc2CC1C(=O)NCc1cccc(F)c1 (stereo not drawn)
  A: 1	B: 7	C: 5	D: -4	E: -5	F: 2.3	G: 3
Cn1c(-c2ccc([N+](=O)[O-])cc2)nc2ccccc21
  A: -2	B: 8	C: 2	D: -4	E: -1	F: -1.3	G: 3
CCN(CC)C(=O)C1CCCN(Cc2cccc(Oc3ccccc3)c2)C1 (stereo not drawn)
  A: -2	B: 9	C: 7	D: ·	E: -3	F: 2.4	G: 0
C[C@H]1CCCCO[C@H](CN(C)S(=O)(=O)c2ccc(F)cc2)[C@@H](C)CN([C@@H](C)CO)C(=O)c2cc(NS(=O)(=O)c3ccc(Cl)cc3)ccc2O1
  A: -2	B: 0	C: -2	D: -5[16.7 µM]	E: 12	F: 3.6	G: 0

Brought forward from above: 3 compounds, then new ones.
Keys: A = DENV2 CPE rescue; B = ERAP1 inh; C = ERp5 inh; D = miR122 inh; E = SIRT5 block; F = F508del corr; G = CASP6 VEID inh
Cn1c(-c2ccc([N+](=O)[O-])cc2)nc2ccccc21
  A: -2	B: 8	C: 2	D: -4	E: -1	F: -1.3	G: 3
CCN(CC)C(=O)C1CCCN(Cc2cccc(Oc3ccccc3)c2)C1 (stereo not drawn)
  A: -2	B: 9	C: 7	D: ·	E: -3	F: 2.4	G: 0
C[C@H]1CCCCO[C@H](CN(C)S(=O)(=O)c2ccc(F)cc2)[C@@H](C)CN([C@@H](C)CO)C(=O)c2cc(NS(=O)(=O)c3ccc(Cl)cc3)ccc2O1
  A: -2	B: 0	C: -2	D: -5[16.7 µM]	E: 12	F: 3.6	G: 0
CC(NC(=O)CC1CCCCC1)c1ccccc1 (stereo not drawn)
  A: 3	B: 2	C: 1	D: -1	E: 0	F: 3.5	G: -6
CC(=O)Nc1ncc(Cc2ccc(Cl)cc2Cl)s1
  A: 0	B: 10	C: 2	D: 8	E: -2	F: 1.0	G: 2
Cc1ccc(CSc2nc3ccccc3c(=O)[nH]2)cc1
  A: 2	B: -2	C: 2	D: -1	E: 12	F: -1.5	G: 0
CCN1CCN(Cc2ccc(NC(=O)c3ccc(C)c(NC(=O)c4cc(-c5ccc(Br)cc5)n[nH]4)c3)cc2C(F)(F)F)CC1
  A: 36*	B: -2	C: 0	D: -25	E: 2	F: 0.1	G: -3
C=C(C)C(=O)Nc1cccnc1Oc1ccc(F)cc1
  A: 1	B: -2	C: 2	D: -5	E: -4	F: 1.5	G: 6
Cc1ccc(-c2nc3ncccc3o2)cc1NC(=O)C(C)C
  A: -3	B: -2	C: 0	D: ·	E: -6	F: -2.3	G: -3
COc1ccc(Nc2cnn(-c3nc4ccccc4s3)c(=O)c2Cl)cc1
  A: -16	B: 0	C: 2	D: 0	E: 1	F: ·	G: -2
CC1=C(C(=O)N2CCCC(N3CCN(c4cccc(Cl)c4)CC3)C2)OCCO1 (stereo not drawn)
  A: 0	B: -1	C: -9	D: -2	E: -5	F: 2.6	G: 1
CO[C@@H]1CN(C)C(=O)c2cc(NC(=O)Nc3ccccc3)ccc2OC[C@H](C)N(C(C)=O)C[C@H]1C
  A: -6	B: 2	C: -1	D: -4[16.7 µM]	E: 3	F: 1.6	G: -1
Cc1ccc(S(=O)(=O)N(C)C[C@@H]2Oc3c(NC(=O)c4cnccn4)cccc3C(=O)N([C@H](C)CO)C[C@H]2C)cc1
  A: ?	B: 2	C: -7	D: 6[16.7 µM]	E: -7	F: -2.1	G: 0
CC(C)n1c2ccccc2c2cc([N+](=O)[O-])ccc21
  A: -2	B: 1	C: -1	D: ·	E: -1	F: ·	G: 2
CCOC(=O)c1cc(NC(=O)c2ccccc2)c(=O)n2c1oc1ccccc12
  A: -3	B: -3	C: 0	D: ·	E: -1	F: -0.7	G: 3
CCOC(=O)[C@@H]1[C@H]2COc3ccc(Br)cc3[C@H]2N2C(=O)N(c3cccc(F)c3)C(=O)[C@]12C
  A: -9	B: ·	C: -2	D: 4	E: ·	F: -0.9	G: -1
CCN(CC)S(=O)(=O)c1ccc(C)c(NC(=O)CNCc2ccccc2OC)c1
  A: 6	B: -1	C: 2	D: -1	E: -4	F: -2.1	G: -1
CCOC(=O)C1CCCN(CCC(=O)Nc2ccc(Br)cc2)C1 (stereo not drawn)
  A: 7	B: 4	C: 5	D: 3	E: 0	F: -0.7	G: 1
O=[N+]([O-])c1cccc(/C=C2\CCC(/C=N/Nc3ccc4ccccc4n3)=C2N2CCOCC2)c1
  A: 4	B: 4	C: 4	D: ·	E: -3	F: ·	G: -1
CCOc1ccc(NC(=S)NC(=O)c2cccnc2)c([N+](=O)[O-])c1
  A: -8	B: 0	C: -12	D: 2	E: 0	F: 3.7	G: 1
Cc1cc(-c2ccccc2)nc(N/N=C/c2ccc(O)cc2O)n1
  A: 2	B: 1	C: -9	D: ·	E: 10	F: -8.9	G: 2
CCOC(=O)c1cc(S(=O)(=O)N2CCc3ccccc32)cn1C
  A: 39*	B: -1	C: -6	D: 15	E: -2	F: -1.5	G: -4
CC(=O)N(C)C[C@@H]1OCc2ccccc2-c2c(n(C)c3ccccc23)C(=O)N([C@H](C)CO)C[C@@H]1C
  A: 6	B: 0	C: 5	D: ·	E: -1	F: -0.8	G: -2
C[C@H]1CN([C@@H](C)CO)C(=O)Cc2cc(NC(=O)Nc3ccc(C(F)(F)F)cc3)ccc2O[C@H]1CN(C)CC1CCCCC1
  A: 3	B: 2	C: 4	D: -8[16.7 µM]	E: -4	F: -0.6	G: -1
CCC(Oc1ccccc1)C(=O)NCCCN1CCOCC1 (stereo not drawn)
  A: 3	B: 3	C: 1	D: -7	E: 2	F: 1.8	G: 1
O=S(=O)(Nc1cc(Cl)ccc1-n1cncn1)c1ccc(F)cc1
  A: 1	B: 0	C: 0	D: ·	E: -1	F: 1.9	G: -3
O=C(COc1ccccc1)Nc1ccccc1C(=O)NC1CC1
  A: -8	B: -3	C: 4	D: -3	E: -3	F: 1.3	G: -2
O=C(NN1C(=O)c2ccccc2C1=O)C1CC2CCC1C2 (stereo not drawn)
  A: -6	B: -1	C: 3	D: -4	E: 7	F: ·	G: -1
COC(=O)[C@]12C[C@H](CC(=O)N3CCC(c4ccccc4)CC3)C(=O)N(CCC3=CCCCC3)C1=C[C@H](COCc1ccccc1)O[C@@H]2C
  A: -2	B: -2	C: -7	D: ·	E: ·	F: -3.5	G: -4
Cc1ccc(-c2cnc3c(c2)C(=O)N([C@H](C)CO)C[C@@H](C)[C@H](CN(C)C(=O)Cc2ccccc2)O3)cc1
  A: ?	B: 1	C: -1	D: -7[16.7 µM]	E: 7	F: -0.2	G: 0
O=C(CN1C(=O)c2ccc(Br)cc2C1=O)NCC1CCCO1 (stereo not drawn)
  A: 20	B: 0	C: 3	D: -4	E: -6	F: 0.6	G: -1
Cc1ccc(-c2noc(CCCC(=O)NCC3CCCO3)n2)cc1 (stereo not drawn)
  A: -5	B: -2	C: -1	D: -7	E: 0	F: 1.4	G: -1
COc1ccc(C2CC(c3cccs3)=NN2C(=O)COC(=O)C2CCCCC2)cc1OC (stereo not drawn)
  A: ·	B: 2	C: -6	D: ·	E: -3	F: -0.4	G: 3
O=C(NCCc1ccccn1)c1nc(Cn2cc(Br)cn2)no1
  A: 1	B: 0	C: 7	D: -1	E: 11	F: -1.5	G: -2
CC(C)N(C(=O)Cn1cnc2c(cnn2-c2ccccc2Cl)c1=O)C(C)C
  A: 3	B: 2	C: -7	D: -1	E: 0	F: 1.0	G: 2
COc1cccc(C(=O)Nc2ccc3c(c2)C(=O)N(C)[C@H]2CC[C@@H](CC(=O)N[C@@H](C)c4ccccc4)O[C@H]2CO3)c1
  A: ·	B: 0	C: 0	D: -27[16.7 µM]	E: 1	F: -0.8	G: 0
C=CCNC(=O)C12CCC(C)(C(=O)[C@H]1Br)C2(C)C (stereo partly drawn)
  A: 9	B: 8	C: 0	D: ·	E: -1	F: -2.2	G: -1
CC(Oc1ccc(F)cc1)C(=O)Nc1cccc(-c2nn[nH]n2)c1 (stereo not drawn)
  A: -4	B: -8	C: 2	D: 3	E: 2	F: -1.0	G: 26
CCCN(CCC)C(=O)Cn1c2ccccc2c2nc(=O)cc(C)n21
  A: 0	B: 1	C: 0	D: -1	E: -3	F: 3.3	G: 1
COc1ccccc1NS(=O)(=O)c1ccc(C)c(C(=O)NCC2(N(C)C)CCCCC2)c1
  A: 3	B: 3	C: 4	D: ·	E: 0	F: 6.9	G: 1
CCCNC(=O)[C@H]1N2C(=O)c3c(ccc(OC)c3OC)C2SC1(C)C (stereo partly drawn)
  A: -4	B: -1	C: 0	D: -4	E: -5	F: -4.6	G: -1
COc1cc(-c2c(CCO)sc3ccccc23)cc(OC)c1OC
  A: -11	B: ·	C: -3	D: ·	E: -4	F: 1.9	G: 0
COCC(=O)N(C)C[C@H]1Oc2cc(-c3ccc(C#N)cc3)ccc2S(=O)(=O)N([C@@H](C)CO)C[C@@H]1C
  A: 5	B: 0	C: 3	D: -21[16.7 µM]	E: -1	F: 2.9	G: -1
CN1c2ccc(C#Cc3cccnc3)cc2[C@H]2[C@H](CCN2C(=O)C2CCCCC2)[C@H]1CO
  A: 10	B: -1	C: 7	D: 4[16.7 µM]	E: 5	F: -1.6	G: 3
COc1ccccc1CNC(=O)c1ccncc1
  A: 1	B: -1	C: 2	D: 6	E: 4	F: 3.1	G: -1
COc1ccc(N2CC(C(=O)NNC(=O)c3ccc(Br)cc3)CC2=O)c(OC)c1 (stereo not drawn)
  A: -9	B: -1	C: 3	D: -6	E: -2	F: -4.7	G: 1

Screens: PubChem, Broad Institute
